FUS yeast rescue – FUS proteinopathy suppression in yeast; S. cerevisiae FUS-expressing, growth rescue, OD600, 24 h; AID 1347120; hit rate 0.24% among 390,000; Potency, µM (doses to about 76.6 µM), inactives show top-dose growth rescue (activation), most hits filed as activators;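 note: plate controls were DMSO vehicle for no effect and reference control for full effect; nearly all actives have a fitted effect of over 55% in size; some results filed as inactive show a strong effect at the top dose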
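Galactose (2%) drives FUS expression in yeast precultured in raffinose; seeding density OD 0.005. Test compounds incubated 24hr at 30C and 99% humidity before absorbance at 600 nm was measured.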
Abeta rescue – compounds reversing amyloid beta toxicity in yeast | yeast expressing A-beta42, growth rescue, OD600, 48 h; response scale: 0% DMSO, 100% iron-clioquinol control | Potency, µM (series often up to 46.1 µM), for inactives: at the highest dose growth rescue, hits mostly activators | hit rate 0.063% among 410,000 | AID 1347071; note: nearly all actives have a fitted effect of over 55% in size
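Growth rescue measured by 600 nm absorbance after 48 h yeast culture at 30 C with compound. Values normalized between DMSO and an equimolar ferric chloride plus clioquinol control.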
* hit, by the source's call; ? = inconclusive; [ ] = another dose, or the depositor's remark. Calls come from the whole dose curve; as a rule, active = well fitted activation curve with a large enough effect; inconclusive = small, poorly fitted or top-dose-only effect; inactive = no such curve, though single readings can be large or run the other way. Potency is the fitted concentration of half-maximal effect. The list is partial, so the mix of outcomes need not match the whole.

The first 6 compounds (preview)
SMILES	FUS yeast rescue	Abeta rescue
N#Cc1cccc(NC(=O)c2ccc3c(c2)N(Cc2cccc(Cl)c2)C(=O)c2ccccc2S3(=O)=O)c1	34.4%	-18.1%
CC(=O)N1c2ccc(S(=O)(=O)Nc3ccc(Cl)cc3C)cc2CC1C (centres undefined)	0.7%	?
COc1ccc(CN2C(=O)C(NC(=O)c3ccccc3OC)(C(F)(F)F)N=C2c2ccccc2)cc1 (centres undefined)	?	5.5%
Cc1ccc(S(=O)(=O)N2CCN(Cc3noc(CCC(=O)N4CCCCC4)n3)CC2)c(C)c1	38.6%	-21.7%
CCOc1ccc(CC(=O)NCc2ccc3c(c2)CCN3C(=O)c2ccccc2)cc1OCC	21.4%	-7.5%
O=C(Nc1ccc2nc(SCC(=O)N3CCCC3)sc2c1)c1ccc(F)cc1	18.6%	3.3%

This part in full, previewed entries included:
SMILES	FUS yeast rescue	Abeta rescue
N#Cc1cccc(NC(=O)c2ccc3c(c2)N(Cc2cccc(Cl)c2)C(=O)c2ccccc2S3(=O)=O)c1	34.4%	-18.1%
CC(=O)N1c2ccc(S(=O)(=O)Nc3ccc(Cl)cc3C)cc2CC1C (centres undefined)	0.7%	?
COc1ccc(CN2C(=O)C(NC(=O)c3ccccc3OC)(C(F)(F)F)N=C2c2ccccc2)cc1 (centres undefined)	?	5.5%
Cc1ccc(S(=O)(=O)N2CCN(Cc3noc(CCC(=O)N4CCCCC4)n3)CC2)c(C)c1	38.6%	-21.7%
CCOc1ccc(CC(=O)NCc2ccc3c(c2)CCN3C(=O)c2ccccc2)cc1OCC	21.4%	-7.5%
O=C(Nc1ccc2nc(SCC(=O)N3CCCC3)sc2c1)c1ccc(F)cc1	18.6%	3.3%
Cc1ccc(NC(=O)Cn2c(=O)n(CC3CCC(C(=O)NC(C)C)CC3)c(=O)c3sccc32)cc1 (centres undefined)	-20.3%	-7.0%
Cc1cc(=O)n(CC(=O)N2CCN(c3ccc(F)cc3)CC2)c2c1c(C)nn2C	30.8%	-25.9%
Cc1cccc(OC(=O)c2cc(-c3ccc(Cl)cc3)on2)c1C	1.6%	-25.5%
O=C(CCCn1c(=O)c2sccc2n(Cc2cccc(Cl)c2)c1=O)NCc1ccc2c(c1)OCO2	?	-13.6%
COc1ccc(NC(=O)CCc2nnc3n(Cc4ccccc4Cl)c(=O)c4ccccc4n23)cc1	2.8%	-15.3%
CCOC(=O)N1CCC(NC(=O)c2cnn(-c3ccc(C)cc3C)c2C2CCN(C(=O)OC(C)(C)C)CC2)CC1	21.4%	-2.7%
CCOc1ccccc1CNC(=O)c1cnc2sc(N3CCOCC3)nn2c1=O	11.4%	4.7%
CCOc1ccc(NC(=O)Cn2nc(Cc3ccncc3)c3ccccc3c2=O)cc1	11.7%	-43.4%[inhibitor]
O=C(NCc1cccnc1)c1nn(-c2ccccc2F)nc1CO	0.8%	-7.9%
Cc1ccc2c(c1)N(CCC(=O)NCc1ccc(F)cc1)C(=O)CO2	0.5%	-5.1%
CC(=O)N1CCc2c(sc3c2c(=O)n(Cc2ccccc2)c(=O)n3Cc2ccccc2Cl)C1	-8.8%	-17.0%
Cc1ccc(NC(=O)N2CC3CCCN3c3ccccc32)cc1Cl (centres undefined)	18.8%	-4.2%
Cc1cccc(N2CCN(C(=O)Nc3cn(CC(C)C)c(=O)c4ccccc34)CC2)c1C	36.0%	-5.1%
CCc1cc2c(cc3c(=O)n(CCCC(=O)NCc4cccc(Cl)c4)ncn32)s1	-3.2%	-10.9%
Cc1ccccc1Nc1ncnc2c1c(-c1ccccc1)cn2-c1ccc(F)cc1	27.1%	3.2%
COc1ccccc1NC(=O)C1CCN(S(=O)(=O)c2ccc3c(c2)oc(=O)n3C)CC1	-23.0%	-19.7%
CCOc1ccc2nc(N(Cc3cccnc3)C(=O)C3CCCCC3)sc2c1	1.0%	3.2%
CCN(C(=O)Cn1ncc2c(=O)oc3ccccc3c21)c1ccccc1F	-12.5%	-14.1%
CC(=O)c1ccc(N2CCN(S(=O)(=O)c3ccc4[nH]c5c(c4c3)CCCC5)CC2)cc1	?	6.0%
Cn1nc(C(=O)N2CCN(c3ccc(Cl)cc3)CC2)c2c1-c1ccccc1SC2	8.6%	-17.0%
CC1=C(C(=O)Nc2ccc(C)cc2C)C(c2ccc(Br)cc2)n2ncc(C(=O)Nc3cccc(C)c3)c2N1 (centres undefined)	9.0%	-3.7%
COc1ccc(-c2noc(-c3ccccc3OCC(=O)Nc3ccc(C(C)=O)cc3)n2)cc1	8.7%	-14.9%
CCc1cccc(-n2c(=O)c3cccnc3n2CC(=O)Nc2c(C)cc(C)cc2C)c1	-15.3%	-3.2%
O=C(NCc1ccccc1)c1ccc2c(c1)CCN2S(=O)(=O)c1ccc(Cl)cc1	34.9%	6.3%
CCOc1ccc(S(=O)(=O)NCC(c2cccs2)S(=O)(=O)c2ccc(C)cc2)cc1 (centres undefined)	7.3%	-23.1%
Cc1ccc(C(=O)c2c(N)c(-c3nc(-c4ccc5c(c4)OCO5)cs3)c3ccccn23)cc1C	-6.9%	1.7%
Cc1c(Cl)cccc1NC(=O)NCCOCCn1c(=O)oc2ccccc21	9.7%	-10.3%
O=C(Nc1ccc(Cl)cc1F)c1cnc2sc(N3CCOCC3)nn2c1=O	12.7%	-2.7%
Cc1sc(C2C(C#N)=C(N)N(c3cccc(Cl)c3)C3=C2C(=O)CCC3)cc1CN1CCOCC1 (centres undefined)	?	-7.9%
COc1cccc(CNC(=O)Cn2nc(C)n3c(cc4cc(C)ccc43)c2=O)c1OC	12.6%	-14.2%
Cc1ccc(NC(=O)CN2C(=O)COc3ccc(S(=O)(=O)N4CCCCCC4)cc32)cc1C	3.4%	-7.6%
Cc1cccc(NC(=O)CN2C(=O)C(c3ccc(F)cc3)=NC23CCCCCC3)c1	-2.9%	14.2%
O=C(Cn1nnnc1-c1ccccc1F)Nc1ccc(OC(F)(F)F)cc1	7.7%	9.8%
O=c1c2oc3ccccc3c2n(Cc2cccc(F)c2)c(=O)n1Cc1ccco1	-5.4%	-15.4%
O=C(c1ccc2c(c1)N(Cc1ccccc1)C(=O)c1ccccc1S2(=O)=O)N1CCN(c2ccccc2)CC1	7.3%	-10.6%
Cc1nc2nc(CNC(=O)c3cccc(F)c3)nn2c(C)c1CCC(=O)Nc1ccc(F)cc1	19.3%	-3.8%
C=CCc1ccccc1OCCn1c(C2CC(=O)N(Cc3ccc(F)cc3)C2)nc2ccccc21 (centres undefined)	?	-6.2%
O=C1Nc2ccccc2Oc2cc(Oc3cccc(Cl)c3)ccc21	-6.4%	-9.6%
COc1ccc(CCCc2nnc(SCC(=O)Nc3ccccc3F)o2)cc1C	18.9%	-10.8%
COc1ccc(NC(=O)c2oc3ccccc3c2NC(=O)Cc2ccc(F)cc2)c(OC)c1	-13.3%	-6.7%
C=Cc1ccc(Cn2c(=O)n(-c3ccccc3C)c(=O)c3c4c(sc32)CN(C(C)=O)CC4)cc1	?	-1.6%
CCOC(=O)c1cccc(NC(=O)c2sc3nc[nH]c(=O)c3c2C)c1	9.8%	-5.0%

Grouped by structure, those above containing an NH in an aromatic ring (two)
SMILES	FUS yeast rescue	Abeta rescue
CC(=O)c1ccc(N2CCN(S(=O)(=O)c3ccc4[nH]c5c(c4c3)CCCC5)CC2)cc1	?	6.0%
CCOC(=O)c1cccc(NC(=O)c2sc3nc[nH]c(=O)c3c2C)c1	9.8%	-5.0%

(list continues)
SMILES	FUS yeast rescue	Abeta rescue
O=C(CCn1ccc2cc(S(=O)(=O)N3CCCC3)ccc21)NCc1ccccc1Cl	36.7%	-5.2%
CCOc1ccc(CNC(=O)CCc2c(C)nn(-c3ccc(N4CCCCC4)nn3)c2C)cc1	32.8%	-0.3%
CCc1cccc(NC(=O)CSc2nc3ccsc3c(=O)n2CC)c1	?	1.5%
CCC(C)S(=O)(=O)c1oc(-c2ccc(F)cc2)nc1S(=O)(=O)c1ccc(F)cc1 (centres undefined)	?	-22.7%
COc1ccc(NC(=O)[C@H]2O[C@@H]3OC(C)(C)O[C@@H]3[C@H]3OC(C)(C)O[C@H]32)c(OC)c1	-25.2%	-3.3%
CCc1ccc(NC(=O)Cn2cc(S(=O)(=O)N3CCCC3)c(S(=O)(=O)N3CCCC3)c2)cc1	17.3%	6.9%
COc1ccc(OC)c(NC(=O)C(C)n2nc(C)c3c(C)n(-c4ccccc4)nc3c2=O)c1 (centres undefined)	35.1%	-18.9%
O=C(Nc1ccc(Br)cc1)C1CCCN1S(=O)(=O)c1ccc(F)cc1 (centres undefined)	5.2%	17.7%
CCCCCn1c(CCNC(=O)c2ccc(F)cc2)nc2ccccc21	-13.6%	-6.6%
COc1ccc(NC(=O)c2oc3ccccc3c2NC(=O)Cc2coc3cc(C)ccc23)cc1	-12.9%	-7.7%
Cc1ccc(Cl)cc1N1CCN(C(=O)c2ccc(CS(=O)(=O)c3ccc(Br)cc3)o2)CC1	22.4µM*	-25.3%
CC1CCc2noc(NC(=O)c3ccc([N+](=O)[O-])cc3)c2C1 (centres undefined)	-5.3%	-10.0%

Profiles, quoted from the list:
Results for `O=C(Nc1ccc(Br)cc1)C1CCCN1S(=O)(=O)c1ccc(F)cc1` (centres undefined) : FUS yeast rescue = 5.2%; Abeta rescue = 17.7%
Results for `COc1ccc(NC(=O)[C@H]2O[C@@H]3OC(C)(C)O[C@@H]3[C@H]3OC(C)(C)O[C@H]32)c(OC)c1` : FUS yeast rescue = -25.2%; Abeta rescue = -3.3%

Other records follow.
SMILES	FUS yeast rescue	Abeta rescue
Cc1cccc(S(=O)(=O)c2cn(C)c3cc(N4CCCCCC4)c(F)cc3c2=O)c1	3.8%	-1.2%
CC(=O)c1cccc(NC(=O)c2oc3c(c2C)-c2nn(Cc4ccc(Cl)cc4)cc2CC3)c1	?	-28.9%
Cc1ccc(C)c(N2CCN(CCCNC(=O)C3COc4ccccc4C3)CC2)c1 (centres undefined)	8.1%	-10.7%
Cc1cc(-c2ccccc2)n2nc(-c3ccccc3)cc2n1	20.6%	4.9%
CC(=O)c1ccc(NC(=O)c2cc3c(=O)oc4ccc(C)cc4c3s2)cc1	-23.5%	-2.3%
COC(=O)c1ccc(Cl)cc1NC(=O)NCc1c(-n2cccc2)sc2c1CCCC2	-14.5%	-11.9%
Cc1cc(Br)ccc1NC(=O)c1sc2nc3n(c(=O)c2c1C)CCCC3	-11.9%	-18.4%
Cc1ccc(Cn2c3ccccc3c3cnn(CC(=O)N4CCCCCC4)c(=O)c32)cc1	-20.4%	-28.9%
COc1ccc(CCNC(=O)CSCc2nc(-c3cccc(C)c3)oc2C)cc1OC	21.3%	-4.8%
Cc1ccc(S(=O)(=O)N2CCCc3cc(NS(=O)(=O)c4ccc(C)c(C)c4)ccc32)cc1	33.7%	5.8%
Cc1ccc(-c2nc3sc(CCNS(=O)(=O)c4cc(F)ccc4F)c(C)n3n2)cc1	-1.0%	?
CC(C)c1ccc(CNCCSc2nnnn2-c2ccccc2)cc1	-22.4%	-24.6%
Cc1ccc(S(=O)(=O)Nc2ccc3c(c2)CCCN3C(=O)c2cccs2)cc1C	?	1.7%
COCCNC(=O)c1c(NC(=O)c2cc(=O)c3cc(C)cc(C)c3o2)sc2c1CCCC2	-29.3%	7.9%
Cc1ccc(C)c(S(=O)(=O)NCC(c2ccco2)S(=O)(=O)c2ccc(F)cc2)c1 (centres undefined)	22.1%	-20.5%
Cc1ccc2oc(=O)c(S(=O)(=O)c3ccc(C(C)(C)C)cc3)cc2c1	-5.9%	-37.3%[inhibitor]
CC(C)(C)c1ccc(C2NC(=O)c3n[nH]c(-c4cccs4)c32)cc1 (centres undefined)	1.4%	-12.6%
O=C(NC1CC(=O)N(c2ccc(F)cc2)C1)c1cccs1 (centres undefined)	6.9%	-17.7%
Cc1nnc(NC(=O)CSc2nccn2Cc2ccc(Cl)cc2)s1	-11.5%	-0.6%
Cc1ccc(-c2nc(CS(=O)(=O)CC(=O)Nc3ccc(Br)cc3F)c(C)o2)cc1	-14.6%	-10.3%
Cc1ccc(NC(=O)C2=CC(c3ccc4c(c3)OCO4)=NS(=O)(=O)N2C)cc1	-11.8%	10.3%
CCOc1ccc(CN2CCc3nc(N4CCN(c5ncccn5)CC4)ncc3C2)cc1OC	-1.9%	-6.5%
COc1ccccc1CC(=O)Nc1ccc2nc(N3CCC(C)CC3)cc(C)c2c1	0.5%	-16.7%
CC(=O)c1ccc(N2CCN(C(=O)C3CCN(S(=O)(=O)c4c(C)noc4/C=C/c4ccc(C)cc4)CC3)CC2)cc1	44.4%	-9.8%
CC(=O)c1ccccc1NS(=O)(=O)c1cc2c(cc1C)NC(=O)CO2	-3.3%	-1.5%
O=C(CSc1nccn1Cc1ccccc1)NCc1ccc(F)cc1	11.0%	-4.9%
CSCCC(NS(=O)(=O)c1ccc2c(c1)oc(=O)n2C)C(=O)N1CCN(c2cc(Cl)ccc2C)CC1 (centres undefined)	?	-18.5%
COc1cc(-c2cc3n(C)c(C)c(CCC(=O)O)c(=O)n3n2)cc(OC)c1OC	-29.4%	-0.7%
Cc1ccc2[nH]c(CSc3nnc(NC(=O)COc4ccccc4)s3)cc(=O)c2c1	-10.2%	-20.9%
O=C(COCc1cc(-c2cccs2)on1)Nc1cccc(O)c1	-5.9%	-14.7%
COC(=O)c1cc2oc3ccccc3c2n1Cc1ccccc1Cl	-24.3%	-0.5%
O=C(Nc1ccc2oc(-c3ccc4ccccc4c3)nc2c1)c1cc(Br)ccc1Cl	-7.3%	0.5%
COCCNC(=O)Cn1cc2c(n1)-c1c(oc(C(=O)N3CCCC3)c1C)CC2	-2.3%	-3.7%

Screening data: PubChem BioAssay, National Center for Advancing Translational Sciences (NCATS)
